Source: PubChem BioAssay
GALK inh: galactokinase (human) inhibition. P51570. Purified GALK, Kinase-Glo residual ATP luminescence. Potency, µM (series often up to 57.5 µM), without a hit: at the highest dose activity change, negative = inhibition, actives largely listed as inhibitors. actives 0.007% (n = 270,000). AID 1868; also: potency is read from the fitted curve at half-maximal effect; % is scaled to controls: 0 for no effect and ±100 for the full control effect
Target sequence (P51570 whole entry, looked up): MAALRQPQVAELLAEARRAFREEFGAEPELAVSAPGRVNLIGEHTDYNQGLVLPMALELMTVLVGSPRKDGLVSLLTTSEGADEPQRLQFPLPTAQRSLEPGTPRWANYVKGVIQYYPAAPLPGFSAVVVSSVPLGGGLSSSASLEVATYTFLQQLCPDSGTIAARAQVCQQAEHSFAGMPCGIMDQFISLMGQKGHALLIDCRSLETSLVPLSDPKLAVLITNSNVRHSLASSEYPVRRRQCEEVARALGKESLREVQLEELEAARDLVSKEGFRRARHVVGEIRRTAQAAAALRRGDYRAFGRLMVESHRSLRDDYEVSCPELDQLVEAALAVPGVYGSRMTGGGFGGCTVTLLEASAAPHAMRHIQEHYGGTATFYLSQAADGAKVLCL
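Luminescence from leftover ATP (Ultra-Glo luciferase/luciferin) served as read-out after a 1 h room-temperature reaction of 5 nM GALK with 35 uM ATP and 100 uM galactose.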
MBNL1 CUG block: MBNL1-poly(CUG) RNA binding inhibition | actives 0.036% (n = 280,000) | Potency, µM (titrated, usually from 57.5 µM), without a hit: at the top dose activity change, negative = inhibition, usual class: inhibitors | TR-FRET MBNL1-His/biotin-(CUG)12 binding, 665/545 ratio | Q9NR56; active = well fitted inhibition curve with a large enough effect in the signal ratio, with a control signal flat, not every such curve was filed as active; inconclusive = small, poorly fitted or top-dose-only effect, or effect the other way, or a change in a side signal; inactive = no such curve, though single readings can be large or run the other way; the % refers to the signal ratio; also: potency is read from the fitted curve at half-maximal effect; % is scaled to controls: 0 for no effect and ±100 for the full control effect
Target sequence (Q9NR56 whole entry, looked up): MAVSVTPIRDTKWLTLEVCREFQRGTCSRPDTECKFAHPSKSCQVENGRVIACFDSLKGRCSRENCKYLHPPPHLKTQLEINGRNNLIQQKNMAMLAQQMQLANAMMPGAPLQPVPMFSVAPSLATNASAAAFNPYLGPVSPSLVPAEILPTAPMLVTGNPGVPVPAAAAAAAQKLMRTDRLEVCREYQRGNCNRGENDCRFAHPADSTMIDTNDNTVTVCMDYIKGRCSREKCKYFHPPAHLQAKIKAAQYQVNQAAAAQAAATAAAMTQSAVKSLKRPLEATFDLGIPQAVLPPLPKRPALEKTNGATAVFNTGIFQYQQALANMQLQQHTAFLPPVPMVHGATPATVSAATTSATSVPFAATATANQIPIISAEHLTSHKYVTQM
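Inhibition of protein-RNA binding appears as loss of TR-FRET between terbium anti-His antibody on MBNL1-His and streptavidin-XL665 on biotin-(CUG)12. Activity is normalized to buffer-only and uninhibited-complex controls.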
AT treatment: candidate therapy for ataxia-telangiectasia; […] A-T fibroblasts, KAP-1 phosphorylation AlphaLISA; neocarzinostatin DNA damage 30 min before lysis; Potency, µM (series often up to 57.5 µM), inactives show at the highest dose activation, most hits filed as activators; actives 0.19% (n = 320,000); also: potency is read from the fitted curve at half-maximal effect; % of control where 0% means no effect; nearly all actives have a fitted effect of over 45% in size
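hTERT-immortalized A-T patient fibroblasts ([…]), 500 cells/well in OPTI-MEM, 1% FBS, got compounds for 60 min, then NCS for 30 min at 37C. Lysates were then assayed for phospho-KAP-1 by AlphaLISA (anti-pKAP1 donor, anti-KAP1 acceptor beads), 6 hr at 25C.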
S-ASM inh: blocks human secretory acid sphingomyelinase. P17405. placental ASM, HMU-PC fluorogenic substrate, 60 min. Potency, µM (highest dose often 57.5 µM), for inactives: at the highest dose activity change, negative = inhibition, hits mostly inhibitors. actives 0.006% (n = 340,000). AID 504937; also: potency is read from the fitted curve at half-maximal effect
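Human placenta-derived ASM preincubated with compound 10 min at room temperature, then reacted with 9 uM (final) fluorogenic HMU-PC substrate for 60 min at 37 C. Stop solution raises pH to 10; fluorescence read at Ex 386/Em 447 nm.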
TRPV1 agonist: agonists of human vanilloid receptor 1 (TRPV1); activation, % at 8.33 µM; actives 0.19% (n = 320,000); TRPV1-expressing cells, Fluo-8 calcium influx, agonist mode; in the data active = activation above about 80%; inconclusive = between about 30% and that limit; also: 0% is about no effect
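Cells expressing TRPV1 were dye-loaded with Fluo-8 and read kinetically: 10 s baseline, 3 min after compound (agonist portion), then 2 min after EC20 capsaicin (allosteric enhancer portion). Calcium-bound dye fluorescence at 480/520 nm.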
hERG WT inh: KCNH2 (human, wildtype) channel inhibition; actives 0.37% (n = 340,000); AID 720551; activity change, % at 1.84 µM; U2OS, BacMam KCNH2, thallium flux FluxOr; active compounds read low;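 active = maximum activity change below -70%; inconclusive = maximum activity change between -70% and -50%; inactive = maximum activity change above -50%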; also: % is scaled to controls: 0 for no effect and ±100 for the full control effect
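U2OS cells were transduced with wild-type KCNH2 virus (2.03 x 10^8 / mL) for 4 h at room temperature, then cultured overnight at 37 C. Thallium flux was read with FluxOr dye. Rate constants were normalized to DMSO controls.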
KCNH2 3.1 inh: KCNH2 3.1 (human) potassium channel inhibition; U2OS KCNH2 3.1, thallium flux FluxOr; active compounds read low; activity change, % (tested at about 1.8 µM); actives 0.95% (n = 340,000);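 active = maximum activity change below -70%; inconclusive = maximum activity change from -70% to -50%; inactive = maximum activity change above -50%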;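 also: thallium influx rate constant from kinetic fluorescence after stimulation buffer; % is scaled to controls: 0 for no effect and ±100 for the full control effect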
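Normalized rate constant (relative to positive and negative DMSO controls) derived from a 2 min kinetic fluorescence read after stimulation; U2OS cells expressing the 3.1 isoform via virus at 1.77 x 10^8 /mL.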
Integrin act MD: activates integrin-mediated alleviation for muscular dystrophy | Potency, µM (doses to about 38.3 µM), without a hit: at the highest dose activation, actives largely listed as activators | AID 624291 | actives 0.064% (n = 350,000) | alpha7betagal myoblasts, beta-gal FDG fluorescence, 48 h;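 also: potency is read from the fitted curve at half-maximal effect; 100% = response of the positive control SU9516; nearly all actives have a fitted effect of over 60% in size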
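Alpha7betagal+/- myoblasts (passage 13) were plated 16-24 hr, then exposed to compounds (1:260 dilution of DMSO stock) for 48 hours at 37C. After MPER lysis, β-galactosidase reporter activity was read as FDG fluorescence (ex 480/em 540) after 30 minutes.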
Coupling enz: counter-screen for Giardia aldolase inhibitors: coupling enzyme system; actives 0.67% (n = 290,000); activity change, negative = inhibition, % at 58.2 µM, hits read low; coupling enzyme system counterscreen, AmpLite Red fluorescence; in the data active = activity change below about -30%; also: % is scaled to controls: 0 for no effect and ±100 for the full control effect
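Counterscreen lacking aldolase: glyceraldehyde-3-phosphate coupling-enzyme reagent preincubated 10 min at RT with compound (at 57.5 uM final), then substrate/coupling system with AmpLite Red added; fluorescence read at 525/598 nm after 20 min RT.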
MLL CXXC-DNA inh: blocks binding of human MLL CXXC domain to DNA | Q03164 | MLL-CXXC / FITC-HOXA9 DNA fluorescence polarization | Potency, µM (top dose mostly 115 µM), without a hit: at the highest dose activity change, negative = inhibition, actives largely listed as inhibitors | actives 0.037% (n = 290,000) | AID 2662; active = well fitted inhibition curve with a large enough effect in the polarisation, with a control signal flat, not every such curve was filed as active; inconclusive = small, poorly fitted or top-dose-only effect, or effect the other way, or a change in a side signal; inactive = no such curve, though single readings can be large or run the other way; the % refers to the polarisation; also: potency is read from the fitted curve at half-maximal effect
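Fluorescence polarization: 7 uM MLL-CXXC (stock) preincubated 5 min with compounds, then 50 nM fluorescein-HOX-A9 DNA (stock) added; 30 min ambient. Buffer 50 mM Tris-HCl pH 7.5, 50 mM NaCl, 1 mM DTT, 0.05% BSA.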
* = called active by the depositor; [ ] = dose if it differs, or a comment. Unless noted, calls follow the shape of the dose curve; as a rule, active = well fitted curve in the direction sought with a large enough effect; inconclusive = small, poorly fitted or top-dose-only effect, or another doubt; inactive = no such curve, though single readings can be large; an effect the other way counts as inactive or inconclusive. Outcome played no part in choosing rows (roughly 2% active in at least one column).

For COC(=O)c1sccc1NC(=O)c1c(Cl)cnn1C the results were GALK inh -3%, MBNL1 CUG block 3%, AT treatment 7%, S-ASM inh 0%, TRPV1 agonist 0, hERG WT inh 0, KCNH2 3.1 inh -2, Integrin act MD 13% and MLL CXXC-DNA inh 14%.
O=C(CSc1nnc2ccccn12)NCc1cccs1 was read as GALK inh 3%, MBNL1 CUG block 0%, AT treatment 19%, S-ASM inh 2%, TRPV1 agonist -1, hERG WT inh -1, KCNH2 3.1 inh -3, Integrin act MD 0%, Coupling enz 0 and MLL CXXC-DNA inh 2%.
Cc1cccc(NC(=O)N2CCN(Cc3ccc(Cl)cc3)CC2)c1 was read as GALK inh -5%, MBNL1 CUG block -3%, AT treatment 0%, S-ASM inh -1%, TRPV1 agonist inconclusive, hERG WT inh 33, Integrin act MD -20%, Coupling enz -2 and MLL CXXC-DNA inh 5%.
Screening COc1ccc(NS(=O)(=O)c2cc(NC(=O)c3cc(F)c(F)c(F)c3F)ccc2N2CCCC2)cc1 returned GALK inh 3%, MBNL1 CUG block -5%, AT treatment -1%, S-ASM inh -6%, TRPV1 agonist 0, hERG WT inh 1, KCNH2 3.1 inh -42, Integrin act MD -11%, Coupling enz -7 and MLL CXXC-DNA inh 1%.
COc1ccc2c(c1OC)C(=O)N(c1ccc(OCc3ccccc3)cc1)C2=O was read as GALK inh 3%, MBNL1 CUG block -4%, AT treatment -2%, S-ASM inh 0%, TRPV1 agonist -5, hERG WT inh -2, KCNH2 3.1 inh -4, Integrin act MD 21%, Coupling enz 1 and MLL CXXC-DNA inh 0%.
`CN(C)C(CNC(=O)c1cccc(S(=O)(=O)N2CC3(C)CC2CC(C)(C)C3)c1)c1ccco1` (stereo not given) gave GALK inh -1%, MBNL1 CUG block -5%, AT treatment 1%, S-ASM inh 3%, TRPV1 agonist 2, hERG WT inh -7, KCNH2 3.1 inh -2, Integrin act MD -7%, Coupling enz -5 and MLL CXXC-DNA inh -13%.
`O=S(=O)(Nc1cccc(S(=O)(=O)N2CCCC2)c1)c1ccc(Cl)cc1` gave AT treatment -2%, S-ASM inh -1%, hERG WT inh -2, KCNH2 3.1 inh 15 and Integrin act MD 2%.
`O=C(NC1CCS(=O)(=O)C1)c1cccc(S(=O)(=O)N2CCCC2)c1` (stereo not given) gave GALK inh 8%, MBNL1 CUG block 6%, AT treatment 2%, S-ASM inh -2%, TRPV1 agonist 2, hERG WT inh inactive, KCNH2 3.1 inh 5, Integrin act MD -11%, Coupling enz 1 and MLL CXXC-DNA inh 7%.
For CC1(C)Cc2c(cnn2-c2ccccc2)-c2c1c1ccccc1n2CC(O)CCl (stereo not given) the results were GALK inh -2%, MBNL1 CUG block -7%, AT treatment -2%, S-ASM inh -7%, TRPV1 agonist 3, hERG WT inh 2, KCNH2 3.1 inh 4, Integrin act MD -23%, Coupling enz -8 and MLL CXXC-DNA inh 1%.
CC(=O)OCCn1c2nc(=O)[nH]c(=O)c-2nc2cc(C)c(C)cc21 was read as GALK inh -4%, MBNL1 CUG block inconclusive, AT treatment -4%, S-ASM inh -4%, TRPV1 agonist 122*, hERG WT inh -4, KCNH2 3.1 inh -17, Integrin act MD -206%[inhibitor], Coupling enz -19 and MLL CXXC-DNA inh inconclusive.
`O=C(Nc1cccc([N+](=O)[O-])c1)c1ccc(-c2ccccc2)cc1` gave GALK inh 1%, MBNL1 CUG block -4%, AT treatment -6%, S-ASM inh 3%, TRPV1 agonist 87*, hERG WT inh -21, KCNH2 3.1 inh inconclusive, Integrin act MD 34%, Coupling enz 2 and MLL CXXC-DNA inh 21%.
`Cc1ccc2c(c1)c1c3n2CCN(C=O)C3CCC1` (stereo not given) gave GALK inh 1%, MBNL1 CUG block 8%, AT treatment 1%, S-ASM inh 0%, TRPV1 agonist 8, hERG WT inh -11, KCNH2 3.1 inh -2, Integrin act MD 0%, Coupling enz -1 and MLL CXXC-DNA inh 6%.
CC1CCCN(S(=O)(=O)c2ccc3c(c2)n(C)c(=O)c(=O)n3C)C1 (stereo not given) was read as MBNL1 CUG block 45%[activator], AT treatment 17%, S-ASM inh -1%, TRPV1 agonist 1, hERG WT inh 1, KCNH2 3.1 inh -3, Integrin act MD -27%, Coupling enz -3 and MLL CXXC-DNA inh -18%.
CC(=O)c1ccc(OCCn2c(SCC(=O)O)nc3ccccc32)cc1 was read as GALK inh -13%, MBNL1 CUG block -2%, AT treatment -5%, S-ASM inh -1%, TRPV1 agonist 1, hERG WT inh -5, KCNH2 3.1 inh -2, Integrin act MD inconclusive, Coupling enz 3 and MLL CXXC-DNA inh -4%.
Screening O=C(O)COc1ccc(=O)n(-c2ccccc2)n1 returned GALK inh -4%, MBNL1 CUG block 9%, AT treatment 0%, S-ASM inh 0%, TRPV1 agonist 1, hERG WT inh -5, KCNH2 3.1 inh -7, Integrin act MD 28%, Coupling enz 1 and MLL CXXC-DNA inh 3%.
COc1ccc(C(=O)N/N=C/C(=O)c2ccccc2)cc1 was read as GALK inh 5%, MBNL1 CUG block inconclusive, AT treatment 2%, S-ASM inh -1%, TRPV1 agonist 13, hERG WT inh -18, KCNH2 3.1 inh -2, Integrin act MD -8%, Coupling enz 3 and MLL CXXC-DNA inh -1%.
Screening Brc1ccc(OCCOCCN2CCOCC2)cc1 returned GALK inh -2%, MBNL1 CUG block 3%, AT treatment 0%, S-ASM inh -1%, TRPV1 agonist 2, hERG WT inh 10, KCNH2 3.1 inh 10, Integrin act MD -10%, Coupling enz 0 and MLL CXXC-DNA inh -2%.
`CC1Oc2ccccc2N(CC(=O)NC2CCCC2)C1=O` (stereo not given) gave GALK inh 6%, MBNL1 CUG block -1%, AT treatment 5%, S-ASM inh 0%, TRPV1 agonist 3, hERG WT inh -5, KCNH2 3.1 inh 12, Integrin act MD -21%, Coupling enz -3 and MLL CXXC-DNA inh 0%.
For CCCCN(C(=O)c1c(C)noc1C)c1c(N)n(CCC)c(=O)[nH]c1=O the results were AT treatment 2%, S-ASM inh 6%, TRPV1 agonist 0, hERG WT inh -2, KCNH2 3.1 inh -8 and Integrin act MD 12%.
`CCOC(=O)CN(C(=O)CNC(=O)c1ccco1)C(C(=O)NC1CCCCC1)c1cccs1` (stereo not given) gave GALK inh 0%, MBNL1 CUG block -19%, AT treatment 6%, S-ASM inh -2%, TRPV1 agonist 2, hERG WT inh 26, KCNH2 3.1 inh 15, Integrin act MD -11%, Coupling enz 2 and MLL CXXC-DNA inh 13%.
O=C(CSc1ncccn1)N1CCc2ccccc2C1 was read as GALK inh 1%, MBNL1 CUG block 1%, AT treatment 1%, S-ASM inh -9%, TRPV1 agonist 16, hERG WT inh -15, KCNH2 3.1 inh 12, Integrin act MD 3%, Coupling enz 0 and MLL CXXC-DNA inh 1%.
`O=c1[nH]c(N2CCc3ccccc3C2)nc2c1CCC2` gave GALK inh 2%, MBNL1 CUG block -5%, AT treatment -2%, S-ASM inh 1%, TRPV1 agonist 1, hERG WT inh -3, KCNH2 3.1 inh -4, Integrin act MD -33%, Coupling enz 0 and MLL CXXC-DNA inh 1%.
Screening NC(=O)Cc1nc(-c2ccc(Br)cc2)cs1 returned GALK inh 2%, MBNL1 CUG block -3%, AT treatment 4%, S-ASM inh -4%, TRPV1 agonist 22, hERG WT inh 1, KCNH2 3.1 inh -33, Integrin act MD -4%, Coupling enz -1 and MLL CXXC-DNA inh -1%.
Screening CCOC(=O)Cc1csc(NC(=O)c2cc3c(s2)CCCC3)n1 returned GALK inh 5%, MBNL1 CUG block 15%, S-ASM inh 7%, TRPV1 agonist inconclusive, hERG WT inh -6, KCNH2 3.1 inh -2, Integrin act MD -12%, Coupling enz 0 and MLL CXXC-DNA inh 15%.
CC(C)(C)C(=O)Nc1ccc(C(=O)N/N=C/c2ccccc2OC(=O)c2ccccc2)cc1 was read as GALK inh -1%, MBNL1 CUG block -4%, AT treatment 0%, S-ASM inh -5%, TRPV1 agonist -2, hERG WT inh 3, KCNH2 3.1 inh -6, Integrin act MD -11%, Coupling enz -3 and MLL CXXC-DNA inh 109%[activator].
For Cc1ccc(C(=O)N2CCOCC2)cc1S(=O)(=O)N1CCCCC1 the results were GALK inh -7%, MBNL1 CUG block -8%, AT treatment 26%, S-ASM inh 0%, TRPV1 agonist -3, hERG WT inh 4, KCNH2 3.1 inh 5, Integrin act MD -5% and MLL CXXC-DNA inh -5%.
